HTR2A ag = activates the mouse 5-HT2A serotonin receptor; P35363; CHO-K1 mHTR2A beta-arrestin complementation, luminescence; percent of 30 µM serotonin response; activation, % at 7.6 µM; actives 0.66% (n = 360,000);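 active = activation above a run cutoff, the mean activation of all tested compounds plus 3 SD, cut at about 14% in these data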;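 note: 0% = plate median of compound wells and 100% = 30 µM serotonin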
PDI turbidity = inhibitors of human protein disulfide isomerase; AID 588391; actives 0.052% (n = 350,000); inhibition, % at 10 µM; P07237; PDI insulin aggregation turbidity, A650, 90 min;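 active = mean inhibition across replicates of 30% or more, whatever share of single replicates reach that level; inconclusive = mean inhibition below 30% while every single replicate reaches 30%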;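 note: absorbance from insulin aggregation driven by PDI reduction with DTT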
H9c2 protect = myocardial damage modulation in H9c2 cells; H9c2 cardiomyocytes, H2O2 injury protection, ATPLite, 2 h; protection from H2O2 cell death, % at 20 µM; actives 0.63% (n = 360,000);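 active = compounds giving at least 50% protection of heart cells from peroxide-induced death in the single-dose screen, raw or plate-pattern-corrected value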;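 note: 0% = DMSO wells with peroxide and 100% = DMSO wells without peroxide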
MC4R antag cAMP = antagonists of human melanocortin 4 receptor (MC4R) | MC4R-expressing cells, MTII-stimulated cAMP, LANCE TR-FRET | P32245 | AID 540295 | inhibition, % at 6.5 µM | actives 0.48% (n = 360,000);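 active = inhibition above its plate's cutoff, the mean of tested wells on that plate plus 3 SD, cut at about 29% in these data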;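 note: 0% = Melanotan II alone and 100% = Melanotan II plus saturating MCL0020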
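Assay system: human MC4R-expressing U2OS cells; reagent: Melanotan II stimulation of cells; dosing: 6.5 µM single dose; timing: compound 30 min, challenge 1 h, detection 1 h; signal: TR-FRET cAMP assay; replicates: one well per compound, no replicates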
aDG glyco up = alpha-DG glycosylation activation; activation, % at 10 µM; Pro5-aDG cells, alpha-DG glycosylation AlphaScreen (IIH6); 0% Pro5, 100% B10-LARGE cell signal; actives 0.22% (n = 360,000);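 active = activation of at least 8% versus controls, or a plate z-score of at least 8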;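 note: Pro5 are CHO cells carrying HIG-tagged alpha-DG that lacks glycosylation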
Vif imaging = HIV Vif inhibition. inhibition, % at 7.49 µM. HEK293T cells, Vif self-association by quenched fluorescence, imaging, 24 h. actives 0.35% (n = 340,000); in the data active = inhibition above about 50%, passing the limit was not always enough; inconclusive = no clear call, values can overlap the other calls; inactive = below about 31%; note: some results filed as inactive read as strong as hits
CaV13 ICDI inh = Primary screen for inhibitors of IQ motif and Ca2+-dependent inactivation inhibitor domain binding in CACNA1D, Förster resonance energy transfer in living cells, … | HEK cells, CFP/YFP FRET ICDI-IQ, plate reader, 10 min; percent FRET-ratio fall versus neutral wells | inhibition, % at 12.3 µM | actives 0.098% (n = 340,000) | AID 743397;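 active = mean replicate inhibition of at least 30% and at least 1% of replicates passing that level; inconclusive = only one of the two criteria is met; inactive = neither criterion is met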;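 note: 0% = median of the neutral control wells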
Glyco luc inh = blocks N-linked glycosylation in D54 reporter cells; D54 ERlucT glycosylation luciferase reporter, 24 h; percent of 100 nM tunicamycin response; reporter increase, % at 12.5 µM; actives 0.23% (n = 360,000);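 active = mean luciferase reporter signal, scaled so untreated is 0 and the glycosylation-blocking control 100, at or above a set limit in every replicate; inconclusive = mean reaches the limit but not every replicate does; inactive = mean below the limit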;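 note: luciferase carries N-glycosylation sites so blocking glycosylation raises the light; 0% = median of neutral control wells and 100% = median of 100 nM tunicamycin wells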
MC4R barr agon = human MC4R agonism via beta-arrestin; U2OS MC4R beta-arrestin complementation, luminescence; percent of melanotan II response, DMSO zero; activation, % at 8.9 µM; actives 0.98% (n = 360,000);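 active = activation above a per-plate cutoff, the mean activation of sample wells on that plate plus 3 SD, cut at about 8% in these data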
ABCB6 inh 2 = human ABCB6 transporter inhibition; Q9NP58; K562-ABCB6 porphyrin accumulation, flow cytometry, 1 h; active compounds read low; fluorescence ratio to DMSO, % at 10 µM; actives 0.19% (n = 360,000); AID 602162;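 active = fluorescence ratio to DMSO below 75%, the collection mean minus 3 SD; inconclusive = too few cells collected in the well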;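 note: signal is porphyrin accumulated inside mitochondria; 100% equals median channel fluorescence of DMSO control wells; lower ratio means ABCB6 inhibition with less porphyrin fluorescence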
Target sequence (Q9NP58 whole entry, looked up): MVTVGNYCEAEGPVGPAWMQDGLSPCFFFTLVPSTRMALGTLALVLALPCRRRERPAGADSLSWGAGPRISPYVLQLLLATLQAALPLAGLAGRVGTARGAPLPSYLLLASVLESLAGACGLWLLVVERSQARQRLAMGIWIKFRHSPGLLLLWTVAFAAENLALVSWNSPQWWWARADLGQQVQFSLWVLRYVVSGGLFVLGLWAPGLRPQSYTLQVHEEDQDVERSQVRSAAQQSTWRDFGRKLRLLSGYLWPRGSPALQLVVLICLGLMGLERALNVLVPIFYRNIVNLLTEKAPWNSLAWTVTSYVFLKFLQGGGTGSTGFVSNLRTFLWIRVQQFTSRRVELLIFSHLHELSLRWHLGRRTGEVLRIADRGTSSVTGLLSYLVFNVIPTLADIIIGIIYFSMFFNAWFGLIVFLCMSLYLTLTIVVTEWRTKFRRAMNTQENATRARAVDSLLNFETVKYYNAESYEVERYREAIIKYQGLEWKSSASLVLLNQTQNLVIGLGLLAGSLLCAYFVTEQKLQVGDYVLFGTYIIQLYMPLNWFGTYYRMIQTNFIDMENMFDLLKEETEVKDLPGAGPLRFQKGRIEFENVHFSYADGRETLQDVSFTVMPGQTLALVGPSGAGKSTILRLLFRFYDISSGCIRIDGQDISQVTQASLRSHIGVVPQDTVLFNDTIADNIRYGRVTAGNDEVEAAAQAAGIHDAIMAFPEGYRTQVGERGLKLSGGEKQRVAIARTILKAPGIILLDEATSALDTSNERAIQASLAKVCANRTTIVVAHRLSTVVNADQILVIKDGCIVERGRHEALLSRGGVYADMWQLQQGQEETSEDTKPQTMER
* = called active by the depositor; ? = inconclusive; / = no result given.

SMILES | HTR2A ag | PDI turbidity | H9c2 protect | MC4R antag cAMP | aDG glyco up | Vif imaging | CaV13 ICDI inh | Glyco luc inh | MC4R barr agon | ABCB6 inh 2
COc1ccc(C(=O)N(C)Cc2ccc(C)o2)cc1OC1CCN(C(C)=O)CC1 | 2.1 | -1.0 | -2.2 | 3.9 | 0.1 | -5.6 | / | 2.9 | -1.1 | 100.0
O=C1c2ccccc2C(O)N1c1ccccc1 (stereo unspecified) | 1.1 | -1.8 | 1.9 | 0.3 | -0.1 | -0.5 | -1.7 | -1.3 | -0.1 | 100.0
O=C(CCCCCN1C(=O)CCC1=O)Nc1ncn[nH]1 | 3.8 | 2.2 | -2.1 | 4.7 | 0.3 | -1.3 | 0.9 | 2.9 | 2.5 | 93.0
COc1ccc(CN2CSC(=S)N(Cc3ccc(OC)cc3)C2)cc1 | 1.6 | 6.7 | -0.6 | 2.5 | 0.2 | 2.7 | 0.0 | -0.3 | -0.9 | 95.0
CC1CC(C)CN(S(=O)(=O)c2ccc3c(c2)oc(=O)n3CC(=O)N(C)Cc2ccccc2)C1 (stereo unspecified) | -2.1 | 4.6 | -13.6 | 3.2 | 0.2 | -7.4 | -5.8 | -2.6 | -0.6 | 95.0
COc1ccccc1CCC(=O)Nc1cccc(S(=O)(=O)N2CCOCC2)c1 | 0.8 | 7.5 | -5.9 | -0.9 | -0.2 | -8.9 | -11.6 | 1.8 | -4.0 | 90.0
O=[N+]([O-])c1ccc(C[n+]2cc(-c3ccccc3)n3c2CCCCC3)cc1 | -2.4 | -5.3 | 3.8 | -0.4 | -0.1 | -1.2 | -1.1 | 0.4 | -3.5 | 104.0
COc1ccc(CCN2CC(C(=O)NCc3cc(C(C)C)no3)CCC2=O)cc1 (stereo unspecified) | 1.4 | 3.5 | -0.4 | 16.2 | -0.3 | -2.7 | -7.2 | 1.1 | 1.7 | 98.0
COC(=O)c1ccccc1NC(=O)C1CC(c2ccc(F)cc2)=NO1 (stereo unspecified) | 9.2 | 5.1 | 9.2 | -0.4 | -0.1 | -7.3 | -6.8 | -3.5 | -2.9 | 97.0
Cc1ccc(S(=O)(=O)N2CCCC2)cc1C(=O)N1CCN(Cc2ccccc2)CC1 | -2.0 | -9.5 | -0.6 | 6.2 | 0.0 | -1.9 | -2.5 | -0.1 | 0.1 | 82.0
Cc1nc(C2CC(=O)OC23CCCCC3)cs1 (stereo unspecified) | 1.2 | 13.4 | 13.9 | -0.4 | 0.1 | -3.1 | / | -2.3 | -0.7 | 101.0
CCOCCCNC(=O)Cn1cc2c(n1)CCCCC2 | -3.0 | / | 18.6 | -6.0 | -0.1 | -0.5 | 0.3 | 0.2 | -2.3 | 98.0
CC(=O)Nc1ccc(S(=O)(=O)N2CCN(CC(=O)N3CCOCC3)CC2)cc1 | -2.9 | 11.4 | 3.9 | -0.6 | 0.0 | -3.2 | -1.9 | 1.1 | -1.4 | 99.0
CC(C)Nc1ncnc2c1cnn2Cc1ccccc1Cl | -1.1 | -7.5 | 3.6 | 7.1 | 0.0 | -0.8 | -17.5 | 1.9 | -1.2 | 95.0
CN1CCN(CC(O)COc2ccc(C34CC5CC(CC(C5)C3)C4)cc2)CC1 (stereo unspecified) | -11.3 | 1.1 | -22.9 | 10.0 | -0.4 | -4.7 | 0.9 | -8.4 | -1.5 | 97.0
COc1ccc(CNC(=O)CN(C(=O)c2csnn2)c2cccc3ccccc23)cc1 | 3.0 | 14.4 | -4.1 | 21.8 | 0.0 | 0.7 | -4.0 | -1.1 | -0.3 | 93.0
COc1ccc(CN(Cc2cc3cccc(C)c3[nH]c2=O)C(=O)N(C)C)cc1 | -0.8 | -10.9 | 0.8 | 7.7 | -0.2 | 25.7 | -3.2 | 0.9 | -1.4 | 94.0
CCN(CC(=O)Nc1ccc(NC(C)=O)cc1)C(=O)c1ccccc1Sc1ccccc1C#N | 2.6 | -33.6 | 17.4 | 5.0 | 0.0 | 1.4 | -5.7 | 2.5 | 5.1 | 99.0
O=C(Nc1ccncc1)c1ccc2c(c1)C(=O)N(C1CCCCC1)C2=O | 1.5 | -2.0 | -27.7 | 4.6 | 0.6 | / | / | 0.2 | 5.5 | 103.0
COCC(=O)Nc1ccc(F)cc1 | 3.1 | 0.6 | 1.9 | -3.9 | 0.4 | -0.6 | -6.1 | 0.3 | 0.9 | 100.0
CC1(C(=O)Nc2cnc3ccccc3c2)CCN1Cc1ccc2ccccc2c1 (stereo unspecified) | -5.3 | 0.6 | 4.3 | 3.2 | 0.0 | / | -6.2 | -0.3 | 1.4 | 99.0
CC(=O)Nc1ccc(Oc2ncccn2)c(Cl)c1 | -1.3 | 8.8 | -1.5 | 6.2 | -0.2 | 9.7 | -5.5 | -0.5 | -0.7 | 107.0
Cc1c(/C(O)=C2/C(=O)C(=O)N(CCN3CCOCC3)C2c2cccs2)cnn1-c1ccccc1 (stereo unspecified) | -2.1 | -6.4 | -0.8 | 11.1 | -0.3 | 27.0 | -2.1 | -6.2 | -1.7 | 100.0
CSc1ccc(CCNC(=O)c2cc(-c3ccccc3)c(N3CCOCC3)s2)cc1 | -2.8 | 16.3 | 2.5 | 3.8 | 0.0 | -1.9 | -15.3 | 5.6 | -0.2 | 98.0
COc1cccc(CC(=O)Nc2nc(-c3cc(OC)ccc3OC)cs2)c1 | -5.0 | 3.1 | -0.1 | 34.5* | 0.3 | -4.1 | 1.4 | -0.6 | 5.1 | 97.0
Cn1c(CNC(=O)CNC(=O)Cc2ccc(F)cc2)cc(=O)n(C)c1=O | 6.9 | 3.6 | 4.7 | 0.5 | 0.1 | -9.4 | -3.4 | 2.6 | -3.0 | 103.0
O=S(=O)(Nn1cnnc1)c1ccccc1 | 7.3 | 2.1 | 0.2 | -3.1 | 0.0 | ? | / | 1.8 | 0.7 | 97.0
O=C(CCl)N(O)c1ccc(C=Cc2ccccc2)cc1 | -2.4 | 3.2 | -7.2 | 0.8 | 0.3 | -2.9 | -21.9 | -1.1 | 0.5 | 98.0
COCCN(C(=O)c1cc(S(=O)(=O)N2CCCCC2)ccc1Cl)c1c(N)n(CC(C)C)c(=O)[nH]c1=O | 3.6 | -1.5 | -2.6 | 3.9 | -0.1 | 2.6 | -7.4 | 0.5 | -3.1 | 97.0
CCOC(=O)c1cc2c(=O)[nH]c(C(Cl)(Cl)Cl)nc2o1 | 0.8 | -4.2 | -1.2 | -1.0 | -0.2 | -0.9 | -18.5 | 0.8 | -3.6 | 97.0

Printed as active in MC4R antag cAMP, among the entries above:
| SMILES | HTR2A ag | PDI turbidity | MC4R antag cAMP | aDG glyco up | Vif imaging | CaV13 ICDI inh | Glyco luc inh | MC4R barr agon | ABCB6 inh 2 |
| --- | --- | --- | --- | --- | --- | --- | --- | --- | --- |
| COc1cccc(CC(=O)Nc2nc(-c3cc(OC)ccc3OC)cs2)c1 | -5.0 | 3.1 | 34.5* | 0.3 | -4.1 | 1.4 | -0.6 | 5.1 | 97.0 |

(continued)
SMILES | HTR2A ag | PDI turbidity | H9c2 protect | MC4R antag cAMP | aDG glyco up | Vif imaging | CaV13 ICDI inh | Glyco luc inh | MC4R barr agon | ABCB6 inh 2
COc1ccc(CCN2CC(C(=O)NCc3cccc(F)c3)CCC2=O)cc1 (stereo unspecified) | -1.6 | -1.4 | 0.0 | 3.7 | -0.2 | 3.1 | -4.3 | 0.6 | 0.1 | 100.0
O=C(CCCN1C(=O)/C(=C/c2ccccc2Cl)SC1=S)NNC(=O)c1ccccc1Cl | -0.9 | 22.7 | -7.6 | 8.2 | 0.7 | 5.1 | -18.6 | -2.7 | 3.2 | 93.0
COc1ccc2oc(C(=O)OCC(=O)N(C)c3ccccc3)c(C)c2c1 | -5.3 | 5.5 | -2.5 | -3.6 | 0.0 | 2.9 | -1.5 | 1.0 | -3.9 | 104.0
CN1CCN(C(=O)CCn2c(=O)c3cccn3c3cccnc32)CC1 | 3.8 | 1.9 | 0.2 | 3.4 | -0.1 | 13.6 | -5.3 | 3.9 | -2.7 | 107.0
O=C1NC2(CCCCCC2)C(=O)N1Cc1ccccc1Br | -0.2 | -3.4 | 1.7 | 0.9 | 0.1 | -5.0 | -7.7 | -0.9 | 0.9 | 96.0
Cn1c(=O)n(Cc2ccc(Br)cc2)c2ccccc21 | 0.7 | -3.2 | 8.7 | 4.9 | -0.1 | -9.5 | -6.5 | -5.3 | -0.8 | 101.0
Cn1cnnc1SCC(=O)Nc1cccc(C(=O)O)c1 | 5.5 | -7.2 | 2.2 | 7.4 | -0.1 | 1.7 | -3.5 | 0.9 | -1.0 | 104.0
O=C(Nc1cccc(C(F)(F)F)c1)N(Cc1ccc(Cl)cc1)CC(O)C(F)(F)F (stereo unspecified) | -1.8 | 1.6 | -34.8 | 1.9 | 1.0 | -3.8 | -3.4 | -10.6 | 3.0 | 92.0
O=C(Nc1ncccc1O)c1c(O)c2ccccc2[nH]c1=O | -2.8 | -1.3 | -4.5 | -3.0 | -0.1 | 2.9 | -2.3 | -0.6 | -1.9 | 99.0
COc1cccc(CNC(=O)CC2Sc3ccccc3NC2=O)c1 (stereo unspecified) | 4.9 | 22.7 | -4.1 | 2.9 | 0.0 | -5.0 | -3.1 | 0.9 | -0.9 | 98.0
Cc1ccc(C(=O)c2cc([N+](=O)[O-])ccc2N2CCOCC2)c(C)c1 | 14.7* | 0.6 | -3.5 | -18.4 | -0.6 | -4.0 | / | 11.1 | -1.1 | 98.0
COc1ccccc1N1CCN(CCN(C(=O)c2ccc(F)cc2)c2ccccn2)CC1 | -5.6 | 2.1 | 8.6 | 0.6 | 1.7 | -2.6 | -5.0 | -1.5 | 0.1 | 105.0
CCOC(=O)Nc1ccc2c(c1)N(C(=O)CCN(C)C)c1ccccc1CC2 | 0.5 | -0.7 | 4.1 | 1.5 | 0.1 | / | -20.3 | -1.4 | 1.3 | 110.0
Cc1c(C(=O)NCc2ccc([N+](=O)[O-])cc2)sc(=O)n1Cc1ccc(-c2ccccc2)cc1 | -4.0 | 8.7 | -3.4 | -4.1 | -0.3 | -4.9 | 4.4 | -10.8 | 4.2 | 89.0
O=C1/C(=C/c2ccc(F)cc2)SC(=S)N1CCCC(=O)N1CCCCC1CCO (stereo unspecified) | -8.2 | -0.6 | -17.3 | 25.5 | 0.8 | -1.6 | -2.7 | -2.7 | 1.8 | 101.0
Cc1ccc2nc(-c3ccco3)c(Cc3cccc(F)c3)n2c1 | -1.9 | / | -6.4 | / | -0.1 | / | -2.6 | 0.2 | / | 100.0
CC1CCN(CC(O)COc2ccc(OCC(O)CN3CCC(C)CC3)cc2)CC1 (stereo unspecified) | 2.3 | 0.3 | 9.6 | 6.9 | 0.1 | 3.0 | -1.5 | -6.2 | -0.7 | 93.0

Assay outcomes from PubChem BioAssay.
